Compound activity (PubChem)
DNMT1 inh: inhibitors of human DNMT1; inhibition (reported as % activation of signal), % at 10 µM; DNMT1 molecular beacon, Hinp1I cleavage, fluorescence; AID 588458; 360,000 tested, 0.83% active; in the data active = inhibition above about 50%
LMPTP block: blocks human LMPTP phosphatase | AID 651560 | P24666 | inhibition, % at 20 µM | 360,000 tested, 0.22% active | recombinant LMPTP-A, OMFP fluorogenic substrate, fluorescence intensity;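 active = compounds that cut the enzyme signal by at least half of the control window in the single-dose screen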;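 also: plate controls were DMSO wells with enzyme plus substrate for no effect and substrate without enzyme for full effect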
Target sequence (P24666 whole entry, looked up): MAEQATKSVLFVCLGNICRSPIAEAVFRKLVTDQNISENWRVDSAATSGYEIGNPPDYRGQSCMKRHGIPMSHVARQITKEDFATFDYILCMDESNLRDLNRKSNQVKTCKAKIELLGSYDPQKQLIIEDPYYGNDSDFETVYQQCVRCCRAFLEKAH
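Assay system: LMPTP-A enzyme. Input: 0.625 nM LMPTP-A final. Probe or stimulus: 400 µM OMFP. Compound dosing: single 20 µM dose. Schedule: 50 min dark incubation at room temperature. Detection: fluorescence intensity of OMFP turnover product. Read-out: percent inhibition versus substrate-only and uninhibited controls. Benchmarks: no-enzyme low control, uninhibited high control.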
NadD block: inhibitors of Staphylococcus aureus NadD. purified NadD enzyme, colorimetric absorbance read-out. inhibition, % at 20 µM. 360,000 tested, 0.78% active. AID 602399; in the data active = inhibition above about 26%; also: some compounds past the cut are filed as inactive
STEP block: inhibitors of human striatal-enriched phosphatase STEP. recombinant STEP, OMFP fluorogenic substrate, fluorescence. P54829. inhibition, % at 20 µM. AID 588621. 360,000 tested, 0.25% active;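 active = inhibition at 20 µM, scaled per plate between control wells, above about 37%, limit read from the data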;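 also: 0% = DMSO with enzyme and substrate and 100% = substrate only without enzyme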
Target sequence (P54829 whole entry, looked up): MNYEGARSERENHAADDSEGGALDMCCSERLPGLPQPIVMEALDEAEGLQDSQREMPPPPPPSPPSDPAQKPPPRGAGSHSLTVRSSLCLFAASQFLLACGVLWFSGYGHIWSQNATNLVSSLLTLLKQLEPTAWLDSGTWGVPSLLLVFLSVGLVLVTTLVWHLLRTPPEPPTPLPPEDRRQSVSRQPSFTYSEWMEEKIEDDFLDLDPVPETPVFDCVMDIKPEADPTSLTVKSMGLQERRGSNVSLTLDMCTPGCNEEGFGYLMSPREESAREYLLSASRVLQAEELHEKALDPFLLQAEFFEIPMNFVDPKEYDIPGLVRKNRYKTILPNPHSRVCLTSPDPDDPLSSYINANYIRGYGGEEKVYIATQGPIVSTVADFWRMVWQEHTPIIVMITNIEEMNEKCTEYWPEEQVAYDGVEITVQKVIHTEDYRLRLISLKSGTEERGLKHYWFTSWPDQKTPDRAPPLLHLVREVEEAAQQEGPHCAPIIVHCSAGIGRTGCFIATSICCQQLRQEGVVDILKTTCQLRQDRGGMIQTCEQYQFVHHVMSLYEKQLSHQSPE
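medium = Bis-Tris buffer pH 6.0, 2.5 mM DTT, 0.005% Tween 20 | test system = STEP (striatal-enriched tyrosine phosphatase) enzyme, cell-free | measure = normalized % inhibition | compound dosing = 20 µM, 1% DMSO | also added = 25 µM OMFP | schedule = reaction 20 min, ambient temperature | measured by = fluorescence read at 480 nm ex / 540 nm em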
Rpn11 inh: inhibitors of human proteasome Rpn11; calls only at 20 µM; 360,000 tested, 0.59% active; human 26S proteasome, Ub4-pepOG fluorescence polarization; 20S core pre-blocked with epoxomicin; O00487;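 active = inhibition at 20 µM, scaled to each plate's controls, above about 33%, limit read from the data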
Scp-1 inhibitor: inhibitors of human Scp-1 phosphatase | AID 493091 | inhibition, % at 20 µM | Recombinant Scp1, phosphopeptide, malachite green phosphate absorbance | Q9GZU7 | 340,000 tested, 0.88% active;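 active = inhibition above about 50% at 20 µM, limit read from the data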;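 also: plate controls were DMSO wells with enzyme for no effect and wells lacking enzyme for full effect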
Target sequence (Q9GZU7 76-261 limits assumed): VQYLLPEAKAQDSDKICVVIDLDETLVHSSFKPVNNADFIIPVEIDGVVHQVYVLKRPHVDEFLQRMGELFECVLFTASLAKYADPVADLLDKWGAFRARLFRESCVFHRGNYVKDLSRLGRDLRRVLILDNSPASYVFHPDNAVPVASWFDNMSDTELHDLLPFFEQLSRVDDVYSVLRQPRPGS
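Test system: SCP-1 phosphatase catalytic domain, residues 76-261; measured by: colorimetric phosphate reagent with accelerator and stabiliser, absorbance at 630 nm; timing: enzyme reaction 45 min at room temperature, colour 5 min, stabilisation 30 min; also added: Phosphorylated 17-residue peptide substrate; compound dosing: one concentration, 20 µM, with 1.0% DMSO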
NRP1-CendR mod: NRP-1/CendR interaction modulation; FAM-RPARPAR peptide binding to NRP-1, fluorescence polarization; 360,000 tested, 0.85% active; O14786; AID 602438; inhibition, % at 25 µM;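 active = inhibition or corrected inhibition above about 18%, plus a signal ratio from 0.5 to 1.5, limit read from the data, passing the limit was not always enough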; also: strong numbers were not always called active
SUMO1-SIM PPI: SUMO1-SIM interaction modulation. P63165. SUMO1 binding to a labelled peptide, TR-FRET, 1 h. inhibition, % at 20 µM. 360,000 tested, 0.33% active. AID 602429; in the data active = inhibition above about 37%
Target sequence (P63165 whole entry, looked up): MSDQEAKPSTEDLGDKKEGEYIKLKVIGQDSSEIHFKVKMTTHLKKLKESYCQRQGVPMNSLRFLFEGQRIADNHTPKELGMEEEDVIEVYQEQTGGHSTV
SKN-1 inh: C. elegans SKN-1 inhibition; C. elegans VP596 Pgst-4::GFP/RFP ratio, acrylamide-induced, 24 h; inhibition, % at 21.8 µM; 360,000 tested, 0.49% active; AID 624304;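 active = interference check ratio from 0.5 to 1.5 plus GFP to RFP signal ratio inhibition reaching or exceeding a fixed threshold, cut at about 30% in these data, passing the limit was not always enough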; also: some compounds called inactive have numbers as strong as hits
MT1-MMP act inh: inhibitors of human MT1-MMP activation; HT1080 RFP-PRO-GFP cells, GFP/RFP ratio fluorescence, overnight; percent of plate control window, DMSO zero; 360,000 tested, 0.061% active; GFP/RFP ratio change, % at 20 µM;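 active = GFP/RFP ratio change of at least 30% with cell ATP level not reduced by more than half and red fluorescence within 50% of control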; also: strong numbers were not always called active
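Read-out: GFP/RFP fluorescence ratio; Test system: RFP-PRO-GFP reporter HT1080 cells; Compound dosing: single-point 20 µM compound, 1% DMSO; Times: overnight compound exposure at 37 °C.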
Starred values were filed as active, the others as inactive; i = inactive; x = not tested or not shown; + = active, no number.

SMILES	DNMT1 inh	LMPTP block	NadD block	STEP block	Rpn11 inh	Scp-1 inhibitor	NRP1-CendR mod	SUMO1-SIM PPI	SKN-1 inh	MT1-MMP act inh
CC(C)N(C)c1ncnc2c1ncn2[C@H]1CN(Cc2ccncc2)C[C@@H](CO)O1	8	-2.1	1	0	i	x	-9	1	0	0
O=C(Nc1ccccc1O)c1cc(S(=O)(=O)N2CCOCC2)c(Cl)cc1Cl	-3	0.5	-2	-2	i	8	0	1	-12	10
CCCCn1c(O)c(/C=C2\C=Nc3ccccc32)c(=O)[nH]c1=O	3	0.7	1	-5	+	4	-31	-18	-8	-3
COCCNC(=O)C(=O)N/N=C/c1ccccc1C(F)(F)F	-1	-2.5	6	0	i	-9	16	-3	5	-1
NC1=NC[C@H](Cc2ccc(O)cc2)N1CCc1cc(C(F)(F)F)cc(C(F)(F)F)c1	14	-3.0	-6	-1	i	2	-1	-17	12	1
C[C@H](O)[C@@H]1CN2CCc3c([nH]c4ccccc34)[C@@H]2C[C@@H]1N(C)C(=O)c1ccco1	2	2.9	-3	-2	i	x	17	-4	-2	-5
CCOC(=O)c1ccc(NC(=O)CSc2nnc(-c3cccs3)n2C)cc1	3	-1.3	10	0	i	105*	4	0	-9	2
COCCCNC(=O)C(Cc1ccccc1)NS(=O)(=O)c1ccc2c(c1)c(=O)n(C)c(=O)n2C (stereo not drawn)	1	-1.0	3	-2	i	-8	12	2	-1	2
CN(C(=O)COC(=O)Cn1cnc2c1c(=O)n(C)c(=O)n2C)C1(C#N)CCCCC1	8	-1.2	-2	2	i	-2	-5	-2	3	3
COc1cc2cc(-c3ccc(O)cc3O)nc(C)c2cc1OC	-3	3.8	5	-1	i	-2	15	-19	18	20
O=C(Cn1cnc2ccccc21)Nc1cccc([N+](=O)[O-])c1	-8	1.9	-5	0	i	-14	-6	-21	-2	2
CC(=O)c1c(C)[nH]c(C(=O)COC(=O)COc2ccccc2)c1C	1	-0.8	1	0	i	-2	5	-7	-14	-2
COc1ccc(C(=O)N/N=C/c2ccc(OC)c(CN3CCCc4ccccc43)c2)cc1	-11	3.4	19	4	i	56*	-10	-2	4	-1
Cc1cc(C)c2c(n1)SCC(=O)N2CC(=O)Nc1ccc(C)c(C)c1	1	-0.7	1	-4	i	-7	-7	-1	2	1
Cc1ccc(S(=O)(=O)N(C)C)cc1NC(=O)C(C)OC(=O)c1ccc2c(c1)OCCO2 (stereo not drawn)	1	0.8	-2	-2	i	-16	9	0	7	0
O=C(Nc1cccnc1Cl)c1noc2c1CCc1ccccc1-2	7	-0.9	-3	-1	i	-5	-6	1	-1	0
CCOc1ccc(CCNC(=O)COC(=O)CSc2ccccc2C)cc1OCC	-3	1.8	-4	0	i	-10	1	4	11	-1
O=C(NCCc1ccccc1)C1CCN(S(=O)(=O)N2CCCCC2)CC1	0	-1.9	-5	-4	i	-12	6	5	6	-1
N#C/C(=C\c1ccc(O)c(O)c1)C(=O)Nc1ccccc1	5	-0.5	-1	1	+	-20	-92	-26	17	-7
COc1ccc(CCNC(=O)CSc2nnc(CNC(=O)c3c(F)cccc3Cl)o2)cc1OC	0	-1.6	-4	-3	i	-5	11	-5	4	-2
COc1cc(-c2cc(C(=O)Nc3c(Cl)cc(Cl)cc3Cl)c3ccccc3n2)cc(OC)c1OC	-6	1.7	4	4	i	0	11	12	6	2
[O-][n+]1c2ccc3nonc3c2nn1-c1ccccc1Cl	1	-0.6	-2	-3	i	-11	4	-37	1	7
CC(C)=CCCC(C)CN(C)CCc1ccccn1 (stereo not drawn)	3	-2.1	2	-9	i	-4	-8	0	5	6
COc1ccccc1NC=C1C(=O)OC2(CCCCC2)OC1=O	2	0.0	-3	2	i	-2	4	-7	-6	2
COc1ccc(CC(=O)N/N=C(\C)c2cccs2)cc1OC	1	1.5	-5	-1	i	-2	11	-14	-8	-10
SMILES	DNMT1 inh	LMPTP block	NadD block	STEP block	Rpn11 inh	Scp-1 inhibitor	NRP1-CendR mod	SUMO1-SIM PPI	SKN-1 inh	MT1-MMP act inh
Cc1nn(Cc2c(F)c(F)c(F)c(F)c2F)c(C)c1NC(=O)c1c([N+](=O)[O-])c(C)nn1C	2	0.5	-3	0	i	0	1	-3	1	-1
CC(C)CCCC(C)NS(=O)(=O)Cc1ccccc1 (stereo not drawn)	2	0.6	7	2	i	-11	0	4	-4	-1
CCC(=N\NC(=O)COc1ccccc1OC)/C(CC)=N/NC(=O)COc1ccccc1OC	5	0.0	-1	1	i	3	8	-2	-4	-2
C=CCOc1ccc(CN(C)CC(=O)N(CC(C)C)c2c(N)n(CC(C)C)c(=O)[nH]c2=O)cc1	0	-3.3	-6	0	i	-14	-10	-5	-4	0
Cc1ccc(C)c2[nH]c(=O)c(CN(Cc3nnnn3C3CCCCC3)CC3CCCO3)cc12 (stereo not drawn)	-4	-0.2	6	3	i	-8	-11	-8	-1	-8
COc1cc(OC)cc(C(=O)NNC(=O)C(=O)Nc2cc(OC)c(Cl)cc2OC)c1	8	-0.9	9	0	i	0	14	5	-4	2
CC1(C)Cc2nc3scc(NC(=O)c4ccccc4)c3cc2CO1	7	1.2	-3	-4	i	-15	-1	10	-16	3
Cc1nnc(SCC(=O)N(C)CC(=O)Nc2ccccc2Cl)s1	1	-0.8	7	0	i	-1	13	2	13	-2
CCOC(=O)C1(C)CCCN(C(=O)c2cc(F)ccc2C)C1 (stereo not drawn)	8	0.0	3	0	i	x	2	-1	4	3
COc1cccc(-c2cc(C(F)(F)F)nc(NCc3ccco3)n2)c1	5	3.1	9	0	i	-7	3	3	-1	-6
CCc1cc2c(SCC(=O)Nc3ccc(NC(C)=O)cc3)ncnc2s1	3	-0.3	-1	-1	i	-8	-10	-3	10	-3
Cc1c(C(=O)N2CCOCC2)[nH]c2c1C(=O)CC(c1ccc(Cl)cc1)C2 (stereo not drawn)	2	-0.5	-1	2	i	5	0	-2	-20	-1
O=C(NNC(=O)C12CC3CC(CC(C3)C1)C2)c1ccco1	0	-1.6	2	2	i	-7	-1	2	-1	-1
Cn1ncc(N=Cc2c(O)ccc3ccccc23)c1C(=O)N1CCOCC1	-8	0.0	-1	2	i	-10	2	-6	-15	-4
COc1cccc(-c2cccc3c2NC(=O)C3(C)Cc2ccccc2F)c1 (stereo not drawn)	6	2.0	-5	2	i	x	-3	1	9	-2
CC(C)c1ccc(CNC(=O)C2(C)CCCN2C)cc1 (stereo not drawn)	-2	-1.2	-1	0	i	x	0	0	0	-3
Cc1ccc(C(=O)Nc2nc3c(s2)CCCC3)o1	2	-0.7	5	5	i	-7	-11	2	5	5
Nc1nonc1-n1nnc(C(=O)N/N=C/c2ccc(OCc3ccccc3)cc2)c1CNc1ccccc1	2	0.4	39*	-1	i	-5	-6	3	22	6
O=C(O)c1cc(-c2cccnc2)nc2ccc(Br)cc12	-4	0.5	4	1	i	-1	2	-5	0	3
CCOC(=O)Nc1ccc2c(COC(=O)C(NS(=O)(=O)c3ccc(Cl)cc3)C(C)O)cc(=O)oc2c1 (stereo not drawn)	5	0.9	4	-2	i	10	1	-17	2	-1
COc1ccc(NC(=O)NCCC2=CCCCC2)cc1	-1	-0.4	-3	4	i	-4	-1	0	-1	-1
CC1Sc2ccc(S(=O)(=O)CCC(=O)N(C)Cc3ccccc3)cc2NC1=O (stereo not drawn)	4	1.0	0	5	i	6	4	5	-3	-2
O=C(Nc1ccc2nc3n(c(=O)c2c1)CCCCC3)c1ccccn1	2	0.8	-2	1	i	-3	4	5	0	2
COc1ccc(C(=O)N/C(=C\c2ccc3c(c2)OCO3)C(=O)NCCc2nc3ccccc3[nH]2)cc1	0	1.4	3	0	i	7	-8	-5	-2	1
Cc1cccc(C(=O)N2CCC[C@H]2C(=O)N2CCC[C@H]2C(=O)NCc2ccncc2)c1	x	-1.3	-3	x	x	x	-4	5	5	5
CCCCc1ccc(NC(=O)Nc2cnccn2)cc1	2	0.1	9	0	i	-8	11	0	-5	-3
Cc1ccc2c(Cl)cc(Cl)c(OCC(=O)OCC(=O)Nc3ccc(C#N)cc3)c2n1	-1	2.5	-2	-1	i	-6	-9	3	1	4
O=[N+]([O-])c1ccc(N2CCN(CCOc3nonc3-c3ccccc3)CC2)c(Cl)c1	-4	3.7	-2	2	i	-1	-5	-1	4	-5

Copied from the results shown for reference:
SMILES	DNMT1 inh	LMPTP block	NadD block	STEP block	Rpn11 inh	Scp-1 inhibitor	NRP1-CendR mod	SUMO1-SIM PPI	SKN-1 inh	MT1-MMP act inh
CC(C)N(C)c1ncnc2c1ncn2[C@H]1CN(Cc2ccncc2)C[C@@H](CO)O1	8	-2.1	1	0	i	x	-9	1	0	0
O=C(Nc1ccccc1O)c1cc(S(=O)(=O)N2CCOCC2)c(Cl)cc1Cl	-3	0.5	-2	-2	i	8	0	1	-12	10

Profiles as entered above. Order of screens: DNMT1 inh | LMPTP block | NadD block | STEP block | Rpn11 inh | Scp-1 inhibitor | NRP1-CendR mod | SUMO1-SIM PPI | SKN-1 inh | MT1-MMP act inh
`Cc1ccc2c(Cl)cc(Cl)c(OCC(=O)OCC(=O)Nc3ccc(C#N)cc3)c2n1` is entered as -1 | 2.5 | -2 | -1 | i | -6 | -9 | 3 | 1 | 4
`Cc1nnc(SCC(=O)N(C)CC(=O)Nc2ccccc2Cl)s1` is entered as 1 | -0.8 | 7 | 0 | i | -1 | 13 | 2 | 13 | -2

Scp-1 inhibitor, hit marks shown above
compound	DNMT1 inh	LMPTP block	NadD block	Rpn11 inh	Scp-1 inhibitor	NRP1-CendR mod	SUMO1-SIM PPI	SKN-1 inh	MT1-MMP act inh
CCOC(=O)c1ccc(NC(=O)CSc2nnc(-c3cccs3)n2C)cc1	3	-1.3	10	i	105*	4	0	-9	2
COc1ccc(C(=O)N/N=C/c2ccc(OC)c(CN3CCCc4ccccc43)c2)cc1	-11	3.4	19	i	56*	-10	-2	4	-1

Compounds were not picked by outcome, and some 3.9% of all compounds hit somewhere here.
